Screens (PubChem BioAssay)
GLD-1 RNA inh: GLD-1-TGE RNA interaction inhibition (C. elegans); Q17339; purified GLD-1 + fluorescein TGE RNA, fluorescence polarization; inhibition, % at 5.96 µM; hit rate 0.44% among 320,000;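 active means percent inhibition above a per-plate cutoff, the plate mean of test compounds plus 3 SD, cut at about 30% in these data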;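 further: 0% = DMSO wells with GLD-1 and probe and 100% = wells lacking GLD-1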
CIT2 TOR yeast: modulators of TOR pathway CIT2-GFP in S. cerevisiae. S. cerevisiae CIT2-GFP strain, flow cytometry, 3 h; 100 means same as DMSO wells. GFP response vs DMSO, % at 10 µM. hit rate 0.065% among 320,000. AID 2029;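 active means GFP response relative to DMSO above a set limit, near the screen mean plus 3 SD, cut at about 150% in these data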;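 further: ratio of well median GFP fluorescence to mean of DMSO wells on the plate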
Yeast superoxide: caloric restriction mimetics inhibiting age-related superoxide in yeast. superoxide response (% of plate mean), % at 10 µM. S. cerevisiae aged cells, superoxide DHE fluorescence; stronger effect = lower value. hit rate 0.18% among 330,000;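 active means superoxide response under a set limit, about three screen SD below normal, cut at about 65% in these data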;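 further: yeast aged for seven days with compound at 30 °C before DHE staining; 100% = average MFI of all compound-treated wells on the plate with controls excluded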
GRK2 aptamer HTS: inhibitors of human GRK2 displacing RNA aptamer | P25098 | bead flow cytometry, FAM-aptamer displacement from GRK2 | inhibition of aptamer binding, % at 10 µM | hit rate 0.59% among 330,000;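 active means inhibition of aptamer binding above 40%, roughly 3 SD of noise, on plates passing a quality check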;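 further: median bead fluorescence of bound FAM aptamer so fluorescent compounds give negative values; no value below 0 was filed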
MEX-5 binding: C. elegans MEX-5 TCR-2 RNA binding activity | AID 1832 | hit rate 0.38% among 300,000 | activity score (negative = inhibition of binding), % at 10 µM | Q9XUB2 | MEX-5/FITC-TCR2 RNA binding, fluorescence polarization; stronger effect = lower value;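 active means inhibition past about -25% in most replicates, and total fluorescence under double the plate's negative control median, limit read from the data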;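 further: 0% = DMSO and -100% = 5 µM competing unlabeled TCR2 RNA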
BCLXL inh: inhibitors of human Bcl-xL; Q07817; GST-Bcl-xL / FITC-Bim BH3 peptide fluorescence polarization; hit rate 0.7% among 320,000; AID 2129; inhibition, % at 10.9 µM;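 active means inhibition above the mean of all tested compounds plus 3 SD, cutoff set per campaign, cut at about 30% in these data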;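 further: 0% = DMSO wells and 100% = unlabeled Bim-BH3 peptide competitor; inhibitors lower millipolarization by displacing the labeled peptide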
VLA-4 inh: inhibition in a human VLA-4 binding assay; inhibition, % (about 7 µM as worked out from the volumes in the protocol); AID 2557; P13612; VLA-4 expressing cells, ligand binding flow cytometry; hit rate 0.2% among 330,000; in the data active means inhibition above about 50%
Target sequence (P13612 whole entry, looked up): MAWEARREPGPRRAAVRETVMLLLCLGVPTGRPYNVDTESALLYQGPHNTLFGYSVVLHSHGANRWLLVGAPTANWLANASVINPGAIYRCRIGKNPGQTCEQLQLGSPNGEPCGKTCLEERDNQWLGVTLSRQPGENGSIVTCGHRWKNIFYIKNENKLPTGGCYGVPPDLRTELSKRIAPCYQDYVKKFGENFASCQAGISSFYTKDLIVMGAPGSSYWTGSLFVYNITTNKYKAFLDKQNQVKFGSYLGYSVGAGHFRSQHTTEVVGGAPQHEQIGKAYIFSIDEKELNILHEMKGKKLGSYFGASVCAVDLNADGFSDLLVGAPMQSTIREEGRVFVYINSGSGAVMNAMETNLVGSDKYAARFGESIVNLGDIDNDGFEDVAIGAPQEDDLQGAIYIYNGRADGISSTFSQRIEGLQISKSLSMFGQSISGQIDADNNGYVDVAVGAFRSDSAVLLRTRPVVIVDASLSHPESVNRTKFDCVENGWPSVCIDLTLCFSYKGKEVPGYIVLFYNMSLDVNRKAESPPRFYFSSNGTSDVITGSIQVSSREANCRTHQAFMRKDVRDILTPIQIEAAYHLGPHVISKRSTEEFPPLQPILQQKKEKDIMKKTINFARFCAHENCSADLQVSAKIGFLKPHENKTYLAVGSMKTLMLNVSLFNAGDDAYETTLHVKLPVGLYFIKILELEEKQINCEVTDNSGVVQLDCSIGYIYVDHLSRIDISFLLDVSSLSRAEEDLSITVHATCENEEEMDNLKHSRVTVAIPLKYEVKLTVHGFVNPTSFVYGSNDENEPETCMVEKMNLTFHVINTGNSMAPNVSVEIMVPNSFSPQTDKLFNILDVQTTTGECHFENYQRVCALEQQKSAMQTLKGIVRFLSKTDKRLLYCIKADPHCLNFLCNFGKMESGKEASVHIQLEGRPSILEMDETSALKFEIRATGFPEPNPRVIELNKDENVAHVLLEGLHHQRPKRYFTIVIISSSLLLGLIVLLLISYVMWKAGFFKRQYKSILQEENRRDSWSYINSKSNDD
AGP1 TOR yeast: yeast TOR pathway AGP1-GFP modulation. S. cerevisiae AGP1-GFP multiplex flow cytometry, 3 h; GFP as percent of DMSO wells. GFP response vs DMSO, % at 10 µM. hit rate 0.02% among 320,000. AID 2066;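 active means GFP response relative to DMSO above a set limit, near screen average plus 3 SD, cut at about 150% in these data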;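 further: median GFP channel fluorescence of the gated AGP1 strain per well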
MCL1-BIM inh: MCL1-BIM-BH3 interaction inhibition (human); hit rate 0.68% among 320,000; inhibition, % at 10.9 µM; GST-MCL1 / FITC-Bim-BH3 fluorescence polarization;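 active means inhibition above the mean inhibition of all tested compounds plus 3 SD, set per campaign, cut at about 40% in these data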;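 further: 0% = DMSO wells and 100% = unlabeled Bim-BH3 peptide control; higher means more loss of mP so more displacement of Bim peptide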
Active calls of the source: *; · = not tested or not shown.

Values run as follows: GLD-1 RNA inh	CIT2 TOR yeast	Yeast superoxide	GRK2 aptamer HTS	MEX-5 binding	BCLXL inh	VLA-4 inh	AGP1 TOR yeast	MCL1-BIM inh
- O=C(COC(=O)CCCN=C1NS(=O)(=O)c2ccccc21)NC(=O)NC1CCCC1
 : 9	97	91	0	0.0	0	-4	96	0
- CCC(=O)c1ccc(CCCCCC(=O)O)s1
 : 8	110	230	8	-1.5	-3	-2	108	-1
- CC1=C(Nc2ccc(C(=O)O)cc2)C(=O)c2ccccc2C1=O
 : -7	77	131	7	2.5	11	-2	85	12
- O=C(/C=C/c1ccccc1)N/C(=C\c1ccco1)C(=O)O
 : 5	107	103	4	-4.1	8	-10	104	5
- CC(=O)c1cc(C(=O)Nc2ccc3ccccc3c2)c(C)o1
 : -5	90	101	3	-0.2	2	1	103	4
- CC(=O)C1C(c2ccc3ncccc3c2)NC(=O)NC1(O)C(F)(F)F (centres undefined)
 : 2	94	94	0	-1.4	3	3	95	6
- Cc1ccc(C(=O)N2CCN(C3c4cccc5cccc(c45)C3NS(=O)(=O)c3ccccc3)CC2)cc1 (centres undefined)
 : 3	120	73	1	-0.1	0	-4	96	-9
- C=CCNC(=O)c1ccc(-c2ccc([N+](=O)[O-])cc2)o1
 : 11	97	89	4	-0.8	5	9	93	6
- CCCc1cc(=O)oc2cc(OCc3nn[nH]n3)ccc12
 : 6	100	99	1	0.2	2	-1	107	1
- C#Cc1cccc(NC(=O)c2ccc3c(c2)C(=O)N(Cc2cccnc2)C3=O)c1
 : 1	94	99	4	0.7	3	10	108	7

Random excerpt: 2 entries already listed, in no set order.
Values run as follows: GLD-1 RNA inh	CIT2 TOR yeast	Yeast superoxide	GRK2 aptamer HTS	MEX-5 binding	BCLXL inh	VLA-4 inh	AGP1 TOR yeast	MCL1-BIM inh
- CCCc1cc(=O)oc2cc(OCc3nn[nH]n3)ccc12
 : 6	100	99	1	0.2	2	-1	107	1
- Cc1ccc(C(=O)N2CCN(C3c4cccc5cccc(c45)C3NS(=O)(=O)c3ccccc3)CC2)cc1 (centres undefined)
 : 3	120	73	1	-0.1	0	-4	96	-9

Later entries.
Values run as follows: GLD-1 RNA inh	CIT2 TOR yeast	Yeast superoxide	GRK2 aptamer HTS	MEX-5 binding	BCLXL inh	VLA-4 inh	AGP1 TOR yeast	MCL1-BIM inh
- CC1(C)CN=c2s/c(=C\c3ccc(Cl)cc3)c(=O)n2C1
 : -4	99	97	0	-0.4	10	16	102	18
- O=C1C=C(c2ccccc2)OC2(CCCC2)O1
 : 6	95	105	15	-0.3	-1	8	103	-1
- Cc1cc(/C=C2\SC(=S)NC2=O)c(C)n1-c1ccc(O)cc1
 : -61	105	94	0	3.3	-38	11	100	-55
- O=C(CN1C(=O)NC2(CCCCCC2)C1=O)Nc1ccccc1[N+](=O)[O-]
 : -5	122	78	0	·	·	8	104	·
- Cc1cc(C)cc(NC(=S)NC(=O)Cc2ccccc2)c1
 : 5	88	86	0	-1.1	6	15	102	4
- CCOC(=O)c1c(N=CN(C)C)c2cc([N+](=O)[O-])cnc2n1C
 : 1	97	88	1	-0.2	3	17	97	-3
- Cc1cc(C)c2c(C)nn(-c3ccccc3)c2n1
 : 5	89	98	1	-1.7	0	14	96	2
- COC(=O)CCC(=O)NC(=S)Nc1sc(C)c(C)c1C(N)=O
 : 8	85	122	0	-4.9	13	14	116	15
- CCCOC(=O)c1ccc(NC(=O)/C=C/c2cccs2)cc1
 : -6	88	117	0	-1.4	0	22	93	2
- COc1ccc(OC)c(NC(=O)CCCc2ccccc2)c1
 : -7	104	106	2	-0.6	1	11	98	8
- COc1ccccc1N(CC1CO1)S(=O)(=O)c1ccccc1 (centres undefined)
 : 5	107	101	0	-2.1	3	-6	103	-2
- COc1cc(OC)c(NC(=O)CC(=O)Nc2cc(Cl)c(OC)cc2OC)cc1Cl
 : 1	104	93	0	-2.7	6	-8	99	0
- CC1CC(=O)N(CC(=O)Nc2ccc3c(c2)OCCO3)c2ccccc2S1 (centres undefined)
 : 7	103	105	0	-0.4	-2	-34	101	1
- Cc1ccc(-c2cc(C(=O)N/N=C/C=C/c3ccccc3)n[nH]2)s1
 : -19	101	93	0	1.9	3	0	101	-7
- CCN1CCN(C(=S)NC(=O)c2cc(OC)c(OC)c(OC)c2)CC1
 : -2	95	101	0	·	·	4	96	·
- CCC(C)(NC(=O)Cc1c[nH]c2ccccc12)C(=O)NC1CCCCC1 (centres undefined)
 : 5	109	76	0	3.9	9	-7	105	-1
- Cc1cc([N+](=O)[O-])nn1CC(=O)NCc1cccs1
 : 2	92	103	5	-0.6	2	17	88	-10
- CCOC(=O)C1=C(C)NC2(O)c3ccccc3C(=O)C12O (centres undefined)
 : 1	95	105	0	-3.2	5	7	104	0
- COc1cc(C(=O)NCCSc2ccc(F)cc2)cc(OC)c1OC
 : -5	124	103	4	1.4	2	11	109	1
- CC(c1nnnn1C1CCCCC1)N(Cc1ccccc1)Cc1cccnc1 (centres undefined)
 : 0	103	100	1	-6.4	8	0	95	6

Arranged by heavy-atom count (highest first): part of the list above
Values run as follows: GLD-1 RNA inh	CIT2 TOR yeast	Yeast superoxide	GRK2 aptamer HTS	MEX-5 binding	BCLXL inh	VLA-4 inh	AGP1 TOR yeast	MCL1-BIM inh
- O=C(COC(=O)CCCN=C1NS(=O)(=O)c2ccccc21)NC(=O)NC1CCCC1
 : 9	97	91	0	0.0	0	-4	96	0
- COc1cc(OC)c(NC(=O)CC(=O)Nc2cc(Cl)c(OC)cc2OC)cc1Cl
 : 1	104	93	0	-2.7	6	-8	99	0
- CC1CC(=O)N(CC(=O)Nc2ccc3c(c2)OCCO3)c2ccccc2S1 (centres undefined)
 : 7	103	105	0	-0.4	-2	-34	101	1
- O=C(CN1C(=O)NC2(CCCCCC2)C1=O)Nc1ccccc1[N+](=O)[O-]
 : -5	122	78	0	·	·	8	104	·
- CC1=C(Nc2ccc(C(=O)O)cc2)C(=O)c2ccccc2C1=O
 : -7	77	131	7	2.5	11	-2	85	12
- CC(=O)c1cc(C(=O)Nc2ccc3ccccc3c2)c(C)o1
 : -5	90	101	3	-0.2	2	1	103	4
- Cc1cc(C)cc(NC(=S)NC(=O)Cc2ccccc2)c1
 : 5	88	86	0	-1.1	6	15	102	4
- CC1(C)CN=c2s/c(=C\c3ccc(Cl)cc3)c(=O)n2C1
 : -4	99	97	0	-0.4	10	16	102	18

Later entries
Values run as follows: GLD-1 RNA inh	CIT2 TOR yeast	Yeast superoxide	GRK2 aptamer HTS	MEX-5 binding	BCLXL inh	VLA-4 inh	AGP1 TOR yeast	MCL1-BIM inh
- CN(C(=S)Nc1ccc(Oc2ccccc2)cc1)c1ccc(O)cc1
 : 8	80	97	4	2.0	15	12	96	23
- CCOC(=O)C1(Cc2ccccc2C(F)(F)F)CCN(C2CCN(C(C)C)CC2)CC1
 : 7	96	113	0	-6.8	4	9	93	-2
- COc1ccccc1C(=O)C1Nc2ccccc2-c2nnc(SC)nc2O1 (centres undefined)
 : 10	101	130	1	-1.2	9	-9	94	8
- Cc1ccccc1NC(=S)N(CCN(C)C)C(C)c1cccnc1 (centres undefined)
 : -2	109	96	2	-0.6	5	1	107	5
- N/C(=N\N=C\c1cccc([N+](=O)[O-])c1)c1nonc1N
 : 0	94	96	1	0.8	5	4	97	4
- O=C(NCc1ccccc1Br)c1ccco1
 : 2	89	110	0	-0.7	1	10	101	-1
- O=C(NC(=S)Nc1cnc2ccccc2c1)c1ccccc1
 : 1	75	93	0	-4.0	4	0	90	3
- O=C(NCCCN1CCOCC1)C1CCC(=O)N1CCc1ccccc1 (centres undefined)
 : -2	90	95	2	0.1	0	29	103	4
- NC(=O)c1cccc2cc3ccccc3cc12
 : 3	82	131	0	-4.4	7	-2	91	1
- C[C@H]1CN([C@@H](C)CO)C(=O)c2cccc(NC(=O)c3cnccn3)c2O[C@@H]1CN(C)C(=O)Nc1ccc2c(c1)OCO2
 : -3	89	87	0	·	·	-3	88	·
- CCOCCOC(=O)c1[nH]c2c(c1C)C(=O)CC(c1cccs1)C2 (centres undefined)
 : 2	91	95	4	-1.3	3	35	94	0
- O=C(O)c1ccc(S(=O)(=O)NC2CC2)cc1
 : 6	90	81	1	1.8	-1	4	103	2
- COc1ccc(C(=O)N2CCN(CCc3ccccn3)CC2)cc1
 : 0	111	104	1	0.4	7	2	107	6
- COc1ccc(S(=O)(=O)N2CCN(C3CCCCCCC3)CC2)cc1
 : 12	102	130	0	0.4	7	16	98	8
- CN1CCN(CC#CC2(O)CCCCC2)CC1
 : 0	99	89	0	-0.2	3	14	99	6
- Cc1cc(=O)oc2cc(OC(C)C(=O)NC3CCCC3)ccc12 (centres undefined)
 : -7	102	100	2	0.4	0	2	99	3
- CCCCCn1c(=O)[nH]c2cc(C(=O)NCCCN3CCC(C)CC3)ccc2c1=O
 : -1	88	98	0	3.0	-2	-4	99	1
- O=C(Nc1ccc(CN2CCOCC2)cc1)c1cccs1
 : 4	105	89	0	0.4	4	4	105	11
- CCOC(=O)N/N=C(\c1ccccc1)C(O)c1ccccc1 (centres undefined)
 : 6	110	97	3	-0.7	5	7	101	-2
- Cc1nc2ccc(NC(=O)c3cc(S(=O)(=O)N4CCOCC4)ccc3C)cc2s1
 : -8	97	95	2	0.7	-3	14	99	-8
- Cc1nc(SCC(=O)NC2CCS(=O)(=O)C2)c2c(C)c(C)sc2n1 (centres undefined)
 : 3	94	115	1	·	1	9	95	5
- C[C@H](NC(=O)c1nc[nH]c1C(=O)N1CCc2ccccc2C1)c1ccccc1
 : 2	105	104	0	·	2	-7	107	6
- O=C(CCCOC(=O)c1ccc(O)cc1)c1ccccc1
 : 9	91	98	4	·	·	6	95	·
- COC(=O)c1ccccc1NC(=O)Cc1ccccc1OC
 : 2	90	96	4	-1.3	8	6	100	7
- CC(Sc1nc(-c2ccccc2)cc(C(F)(F)F)n1)C(=O)N1CCCC1 (centres undefined)
 : -12	93	93	0	0.6	-3	2	107	-7
- CCOC(=O)N1CCN(c2c(NCCCN(C)c3ccccc3)c(=O)c2=O)CC1
 : 2	105	115	0	2.0	5	-8	104	8
